Screens (PubChem)
APJ ag: APJ receptor agonism; P35414; CHO-K1 APJ PathHunter beta-arrestin, luminescence; 0% DMSO wells, 100% apelin; hit rate 0.11% among 330,000; activation, % at 20 µM;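 active = activation more than six SD over the plate average, tested at 20 µM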;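 note: 0% = DMSO alone and 100% = apelin-13 at 10 nM; some results filed as inactive read as strong as hits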
Target sequence (P35414 whole entry, looked up): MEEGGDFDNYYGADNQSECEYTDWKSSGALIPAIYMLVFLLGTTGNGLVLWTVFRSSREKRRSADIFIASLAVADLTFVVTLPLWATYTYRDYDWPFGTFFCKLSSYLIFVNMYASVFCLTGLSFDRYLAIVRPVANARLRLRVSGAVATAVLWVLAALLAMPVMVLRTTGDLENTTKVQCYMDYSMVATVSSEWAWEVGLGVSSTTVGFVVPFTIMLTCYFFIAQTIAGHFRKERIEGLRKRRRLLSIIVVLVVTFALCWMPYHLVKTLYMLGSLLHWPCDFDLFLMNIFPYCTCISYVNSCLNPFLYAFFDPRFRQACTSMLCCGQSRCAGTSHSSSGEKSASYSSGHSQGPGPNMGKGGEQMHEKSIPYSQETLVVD
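Test system – PathHunter CHO-K1 APJ (AGTRL-1) beta-arrestin reporter cells · Input – 1000 cells/well · Compound – single test compound dose, 20 µM final, 1% DMSO · Times – compound stimulation 90 min at 25 °C, detection 60 min · Technique – beta-gal luminescence · Read-out basis – APJ–arrestin association signal · Control set – negative DMSO alone, positive Apelin-13 at 10 nM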
MPTP block: blocks calcium-induced mitochondrial swelling; hit rate 1.4% among 360,000; isolated mouse mitochondria, Ca2+ swelling absorbance, 30 min; inhibition, % at 10 µM;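 active = inhibition of 50% or more, scaled per plate between neutral and stimulator controls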;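 note: 0% = DMSO wells given calcium and 100% = 1 mM EGTA wells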
tim10-1 inh: growth inhibitors of tim10-1 mutant yeast; inhibition, % at 20 µM; hit rate 2.2% among 330,000; S. cerevisiae tim10-1 ts strain growth, BacTiter-Glo, 24 h;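 active = inhibition of at least 40%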;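 note: mutant grown at 25 °C; 0% = DMSO wells with yeast and 100% = wells holding no yeast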
GRIN3A LBD mod: NR3A (human) ligand-binding domain modulation. NR3A LBD differential scanning fluorimetry, Tm shift; 0% = protein alone, 100% = glycine-bound protein. hit rate 2.5% among 340,000. Tm shift relative to glycine control, % at 25 µM;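 active = melting temperature shift of at least 10% of the positive control shift, at one fixed dose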
TIM10 inh: growth inhibitors of TIM10 yeast strain | S. cerevisiae TIM10 strain growth, BacTiter-Glo luminescence, 24 h | inhibition, % at 10 µM | hit rate 1.4% among 330,000;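 active = inhibition of 40% or more at the single tested concentration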;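 note: wild-type TIM10 isogenic control strain grown at permissive 25 °C; 0% = DMSO yeast wells and 100% = minimal medium wells without yeast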
tim23-1 inh: growth inhibitors of tim23-1 mutant yeast. hit rate 1.3% among 330,000. S. cerevisiae tim23-1 growth, BacTiter-Glo luminescence, 24 h. inhibition, % at 20 µM;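 active = growth inhibition of the mutant yeast at or above 50%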;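 note: temperature-sensitive mutant grown at 25 °C; plate controls were DMSO-treated mutant yeast for no effect and medium wells lacking yeast for full effect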
APJ antag: antagonists of human APJ apelin receptor | hit rate 0.32% among 330,000 | P35414 | inhibition, % at 20 µM | CHO-K1 APJ beta-arrestin complementation, luminescence;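 active = inhibition above about 40% at 20 µM, limit read from the data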;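 note: cells challenged with 10 nM apelin-13 agonist together with compound; plate controls were apelin-13 plus DMSO wells for no effect and DMSO wells lacking apelin-13 for full effect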
MIN6 prolif: MIN6 beta-cell proliferation induction; MIN6 cells proliferation, ATPlite luminescence, 48 h; cells starved in 0.2% serum; 100% = growth in 10% serum; proliferation, % at 10 µM; hit rate 0.29% among 330,000;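 active = compounds whose signal lies at least 3.5 SD above the mean of all wells on their plate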;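 note: 0% = DMSO-treated cells in low-serum medium and 100% = 10% serum control; some compounds called inactive have numbers as strong as hits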
NLRP3 yeast inh: NALP3 inhibition in yeast. Yeast reconstituted NLRP3/ASC/caspase-1, beta-gal luminescence, 24 h. inhibition, % at 10 µM. hit rate 0.39% among 330,000. AID 2825;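 active = inhibition of 50% or more; inactive = inhibition below 50%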;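 note: plate controls were induced DMSO wells for no effect and uninduced yeast grown without galactose for full effect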
The depositor's hits bear a star; x = no result given.

SMILES | APJ ag | MPTP block | tim10-1 inh | GRIN3A LBD mod | TIM10 inh | tim23-1 inh | APJ antag | MIN6 prolif | NLRP3 yeast inh
Cn1c(N)c(C(=O)COC(=O)c2cc(-c3ccco3)nc3ccccc23)c(=O)n(Cc2ccccc2)c1=O | 6 | x | -21 | x | -11 | -9 | 19 | -8 | 13
CC(C)O/N=C1\C(=O)N(c2ccccc2)c2ccccc21 | -3 | -0.6 | 12 | -2 | 15 | 12 | 15 | 1 | 8
Cn1c(=O)n(CC(=O)Nc2ccccc2)c2ccccc21 | -1 | 2.1 | 15 | 3 | -10 | 16 | -17 | -1 | 17
Cc1cc(C(=O)CSc2nnc(N)s2)c(C)n1C1CC1 | -3 | -2.3 | 4 | 0 | 3 | 12 | 4 | -3 | -6
CC(C)(C)OC(=O)NCCCCCNC(=O)c1[nH]cnc1C(=O)Nc1ccon1 | 1 | 0.8 | 15 | -2 | 1 | 15 | 18 | 1 | 19
Cc1ccc(S(=O)(=O)N2CCCCC2)cc1NC(=O)CSc1nncn1-c1ccccc1 | -1 | -1.4 | 18 | -2 | 8 | 6 | 1 | -1 | 1
Cc1ccc(C2=NOC(=O)/C2=C\c2ccccc2)cc1 | -1 | 10 | 19 | -10 | 9 | 27 | 8 | -2 | 21
NC(=O)c1ccc(NCC2CCCO2)c([N+](=O)[O-])c1 (centres undefined) | 1 | 0.1 | 20 | 3 | 1 | 12 | -13 | -4 | 18
COc1ccc(NC(=O)C(Cc2ccccc2)NC(=O)c2ccco2)cc1OC (centres undefined) | -1 | 1.4 | 14 | 2 | 13 | 8 | -2 | 2 | 15
Cc1onc(-c2ccccc2)c1C(=O)OCCOc1ccccc1F | -1 | 1.5 | 8 | 3 | -19 | 2 | 26 | -2 | 37
CCOc1ccc(NC(=O)Cc2ccccc2)c([N+](=O)[O-])c1 | -2 | 0.1 | 12 | 3 | 12 | 9 | 10 | -1 | 27
CCCC12C(=O)C(C)(C(c3ccccc3)=C1c1ccccc1)C1C(=O)N(c3ccc(C)cc3)C(=O)C12 (centres undefined) | -2 | 3.3 | 30 | -1 | 21 | 29 | 13 | -5 | -1
CN(C)S(=O)(=O)c1cccc(-c2nnc3n2CCCCC3)c1 | -3 | 1.3 | 9 | 1 | -4 | -2 | 1 | -2 | -3
COc1cc(/C=N/NC(=O)c2ccc(CN3C(=O)c4cccc5cccc3c45)cc2)cc(OC)c1O | -1 | 2.8 | 23 | -4 | 9 | 14 | -9 | -4 | 7
CC(C)c1ccc(NC(=O)COC(=O)c2nn(C)c(=O)c3ccccc23)cc1 | -3 | 1.2 | -19 | -6 | -10 | -60 | -5 | -3 | 12
O=C(Nc1ccccc1C(F)(F)F)C1CCN(C(=O)c2cccs2)CC1 | -1 | -3.3 | -15 | -1 | 15 | 8 | 19 | 0 | 22
CCc1ccc(C2C(=O)c3ccccc3C2=O)cc1 | -1 | 3.1 | 0 | -3 | -16 | 11 | 4 | -3 | 12
Cc1ccc(Nc2nnc(SCC(=O)c3ccc(O)cc3O)s2)cc1 | -4 | 1.6 | 15 | 26* | 6 | 11 | 2 | -2 | 6
CCCCn1c(N)c(N(CCOC)C(=O)c2cc(-c3ccc(F)cc3)nc3ccccc23)c(=O)[nH]c1=O | 11 | -0.2 | 11 | -4 | 4 | 21 | -5 | -1 | 6
Cc1ccc2c(c1)C(O)(CC(=O)c1cccc(-n3cccc3)c1)C(=O)N2 (centres undefined) | 2 | -3.1 | 5 | 0 | 3 | 20 | 9 | 1 | 1
CCOC(=O)C(=CNc1ccc(Cl)cn1)C(=O)OCC | 7 | 4.8 | -2 | 2 | -18 | -7 | -24 | 0 | 34
Cc1ccc(NC(=O)CCNC(=O)c2ccco2)cc1Cl | -3 | -0.2 | -31 | -27 | 15 | 10 | 6 | -2 | 20
CC(=O)c1ccc(NC(=O)CN2C(=O)NC3(CCc4ccccc43)C2=O)cc1 (centres undefined) | 0 | -0.3 | -18 | 0 | -1 | -8 | -3 | 3 | 9
COc1ccccc1OCCC(=O)OCC(=O)Nc1ccc2c(c1)OCO2 | -1 | 0.1 | 4 | -2 | 3 | 17 | -1 | 1 | -1
COc1cccc(CNCCc2c[nH]c3ccccc23)c1OCc1ccccc1 | 0 | 85* | -19 | -2 | 3 | -47 | -4 | -4 | 12

(list continues)
SMILES | APJ ag | MPTP block | tim10-1 inh | GRIN3A LBD mod | TIM10 inh | tim23-1 inh | APJ antag | MIN6 prolif | NLRP3 yeast inh
O=C(O)CSc1nnc(-c2cc3ccccc3o2)n1-c1ccccc1 | -3 | -0.7 | -12 | -1 | 5 | 1 | -2 | -1 | 17
CC1(C)NC(=O)N(CCOCCSc2ccccc2)C1=O | -5 | -0.8 | 11 | 1 | 0 | 28 | -10 | 3 | 3
Cc1cc(=O)[nH]c(SCC(N)=O)c1C#N | -1 | 2.2 | -14 | -1 | -1 | -9 | 7 | -2 | 3
CC(=O)N1c2ccccc2N(Cc2ccc(C)cc2C)C(=O)C1(C)C | -3 | -2.4 | 37 | -3 | 29 | 39 | 15 | -3 | 17
O=C(c1ccccc1)N1CCN(c2ncnc3c(-c4ccccc4)nsc23)CC1 | 0 | 1.5 | 8 | 0 | 11 | 8 | 12 | -5 | 14
Cc1sc(NC(=O)Cn2nc(C(F)(F)F)cc2C)c(C(=O)OC(C)C)c1C | -8 | 1.1 | 4 | 2 | 21 | 17 | 8 | -1 | 10
COc1ccc(C2N=C(c3ccccc3)NC(c3ccccc3)=N2)cc1 | 0 | 1.0 | 16 | -31 | 3 | 11 | -18 | -2 | 3
CCOC(=O)Nc1ccc2c(c1)N(C(=O)CN(CC)CC)c1ccccc1C=C2 | 0 | -0.6 | -12 | 1 | 2 | -8 | -1 | 1 | 10
COc1ccc(CCNC(=O)CS(=O)Cc2nc(-c3cccs3)oc2C)cc1OC (centres undefined) | -3 | 1.6 | 4 | 0 | 5 | 7 | -3 | -1 | 3
CCOCCCNC(=S)N(CCN(C)C)Cc1cc2cc3c(cc2[nH]c1=O)OCCO3 | 3 | 0.9 | -9 | -1 | 0 | -5 | -11 | -3 | 8
CCOc1ccc(-n2c(SCC)nc3c(c2=O)SCC3)cc1 | -2 | -0.1 | 12 | 0 | 0 | 17 | 3 | 1 | 13
Cn1cc(CCNCc2cn[nH]c2-c2ccc(-c3ccccc3)cc2)cn1 | -4 | 0.2 | 24 | 0 | 5 | 5 | -2 | -4 | -23
CC(=O)N(CCCNC(=O)c1ccccc1)C(=O)c1ccccc1 | 9 | 0.3 | 0 | -1 | -11 | -6 | -5 | -2 | 16
N#CCC(=O)Nc1ccc(C(=O)OCc2ccccc2Oc2ccccc2)cc1 | -3 | 1.8 | 37 | 17* | 23 | 43 | 6 | -3 | 24
O=S(=O)(Nc1cccc(S(=O)(=O)N2CCCCC2)c1)c1ccccc1F | -4 | -0.5 | 11 | -1 | 13 | 18 | -1 | 0 | -13
COc1cc(-c2nnc(CSc3nnc(N)s3)o2)cc(OC)c1OC | -3 | -1.4 | 0 | 4 | -8 | 1 | 11 | 0 | -5
CN(C(=O)Cc1c[nH]c2ccccc12)C(C(=O)Nc1ccc2c(c1)OCO2)c1ccccc1 (centres undefined) | -2 | 0.7 | 19 | -16 | 17 | 17 | -11 | -4 | -1
COc1ccc(Cc2nnc(NC(=O)c3ccccc3[N+](=O)[O-])s2)cc1 | 0 | -1.4 | 15 | 4 | 13 | 8 | -9 | 1 | 10
O=C(NCC1CCCO1)c1ccc(NC(=O)c2ccc(Br)cc2)cc1 (centres undefined) | 2 | -1.4 | 9 | 0 | 14 | 5 | -15 | 0 | 18
CCOC(=O)CSCc1csc(CC(=O)Nc2ccccc2C)n1 | -3 | -0.7 | 22 | 2 | 9 | 21 | -11 | -4 | 4
CCOC(=O)c1cc(-c2ccccc2)sc1NC(=O)COC(=O)c1cccc(S(N)(=O)=O)c1 | 7 | 2.9 | 14 | 3 | -21 | -12 | -7 | -4 | 9
Cc1noc(C)c1C(=O)N1CCOCC1 | 0 | -3.2 | -6 | 1 | -2 | 1 | 6 | 1 | 16
COC(=O)c1ccccc1NC(=O)CN(C)S(=O)(=O)c1cc(C)ccc1OC | 3 | -0.9 | 23 | 0 | -1 | 20 | 10 | -2 | 2
Cc1cc(C)nc(Nc2ccccc2Cl)n1 | -2 | -0.9 | 6 | -4 | -8 | 6 | 1 | 2 | 16
CCOc1ccc(NC(=O)CN(C)C(=O)c2sc3ccccc3c2Cl)cc1OCC | -2 | -0.5 | -1 | -3 | -8 | 6 | -5 | -1 | 18

(further entries)
SMILES | APJ ag | MPTP block | tim10-1 inh | GRIN3A LBD mod | TIM10 inh | tim23-1 inh | APJ antag | MIN6 prolif | NLRP3 yeast inh
COc1ccc(O)c(CN2CCC(n3nccc3NC(=O)CCOc3ccccc3)CC2)c1 | -3 | 0.2 | -7 | 2 | 1 | -1 | -4 | -1 | 2
O=C(NCc1cccc(C(F)(F)F)c1)c1cccc(S(=O)(=O)N2CCN(Cc3ccccc3)CC2)c1 | 6 | 1.0 | 23 | -14 | 13 | 18 | -15 | -6 | 15
COCC(COS(N)(=O)=O)Cc1ccccc1 (centres undefined) | -3 | -0.2 | -17 | -3 | 3 | 9 | -19 | -2 | 7
Cc1noc(C)c1COC(=O)c1ccc(S(=O)(=O)NCc2ccco2)cc1 | -1 | 3.3 | 17 | 0 | 13 | 12 | -4 | -2 | 17
CCc1nc(NCCN)c(C#N)c2c1CSC(C)(C)C2 | -2 | 80* | 1 | 0 | -12 | 4 | -5 | -1 | 12
CCc1nc(SCC(=O)Nc2cc(OC)ccc2OC)c2c(C)c(C)sc2n1 | 0 | 0.3 | -2 | 1 | -6 | 8 | 29 | -6 | 14
COc1ccc(N2CCN(c3ncnc4scc(-c5ccccc5)c34)CC2)cc1 | -1 | -0.2 | 1 | -3 | 7 | 17 | -3 | -3 | 17
Cc1ccc(Nc2nc3ccccc3[nH]2)nc1 | -1 | -1.0 | 14 | 5 | 4 | -78 | 6 | -5 | 4
CCCCn1c(SCC(=O)N(CC)C2CCS(=O)(=O)C2)nnc1C(CC)N(C)C (centres undefined) | 3 | 0.4 | 4 | 4 | -12 | 13 | 2 | 0 | 14
Cc1ccc2cccc(OCC(=O)N3CCc4ccccc43)c2n1 | -3 | -0.1 | 9 | 0 | 10 | 1 | 4 | -3 | 17
CC(NC1CCCC1)C(=O)Nc1ccccc1-c1ccccc1 (centres undefined) | -2 | 0.3 | -4 | -1 | 28 | 8 | 9 | -2 | 9
CCOc1ccc(C(=O)NCCC2=CCCCC2)cc1OCC | -2 | 1.9 | -8 | 0 | -20 | 12 | 0 | -1 | 13
COC(=O)/C=C/c1cccc([C@H]2[C@@H]3C=CC[C@@H](C)[C@@H]3C(=O)N2Cc2ccccc2)c1 | x | -2.1 | 24 | 5 | 11 | 51* | x | x | x
Cc1c(N(C)C(=O)C2CCCN2S(=O)(=O)c2ccccc2)c(=O)n(-c2ccccc2)n1C (centres undefined) | -5 | -0.6 | -10 | 2 | -5 | 3 | 1 | -2 | 1
COc1ccc(N=Cc2c(C)[nH][nH]c2=O)cc1 | -1 | 1.9 | 10 | -1 | 1 | 8 | 2 | -1 | 3

Only tim10-1 inh, MPTP block and tim23-1 inh, for 3 of the compounds above:
Compound,tim10-1 inh,MPTP block,tim23-1 inh
CC(NC1CCCC1)C(=O)Nc1ccccc1-c1ccccc1 (centres undefined),-4,0.3,8
COc1ccc(O)c(CN2CCC(n3nccc3NC(=O)CCOc3ccccc3)CC2)c1,-7,0.2,-1
Cc1c(N(C)C(=O)C2CCCN2S(=O)(=O)c2ccccc2)c(=O)n(-c2ccccc2)n1C (centres undefined),-10,-0.6,3
